# Compound activity deposited in PubChem BioAssay by Sanford-Burnham Center for Chemical Genomics.
# SENP8 inh: human SENP8 protease inhibitors, primary screen, biochemical, fluorescence, Nedd8 protein substrate, uHTS | Sentrin-specific protease 8 (Homo sapiens), Q96LD8 | inhibition, % at 20 µM | 360,000 tested, 0.64% active | recombinant SENP8; in the data active means inhibition mostly above about 40%, no sharp cut-off; inactive means mostly below about 27%
# Target sequence (Q96LD8 whole entry, looked up): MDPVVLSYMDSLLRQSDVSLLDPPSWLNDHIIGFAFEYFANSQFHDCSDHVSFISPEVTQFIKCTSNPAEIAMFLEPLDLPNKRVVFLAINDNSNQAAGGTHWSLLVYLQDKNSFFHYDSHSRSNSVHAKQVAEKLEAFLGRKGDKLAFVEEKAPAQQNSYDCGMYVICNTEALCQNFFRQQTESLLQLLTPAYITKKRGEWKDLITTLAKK
# MPTP block: mitochondrial permeability transition pore inhibitors, primary screen, biochemical, isolated mouse mitochondria, absorbance; Ca2+ swelling absorbance, 30 min; inhibition, % at 10 µM; 360,000 tested, 1.4% active;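 active means inhibition of 50% or more, scaled per plate between neutral and stimulator controls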;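 further: 0% = DMSO wells given calcium and 100% = 1 mM EGTA wells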
# PfGluPho inh: PfG6PD enzyme inhibitors, primary screen, biochemical, fluorescence intensity, uHTS. PfGluPho enzyme, NADPH resazurin-diaphorase fluorescence. inhibition, % at 20 µM. glucose-6-phosphate dehydrogenase-6-phosphogluconolactonase (Plasmodium falciparum 3D7). 350,000 tested, 0.78% active;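 active means inhibition reaching at least a set limit at 20 µM in the primary screen, cut at about 59% in these data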;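 further: 0% = DMSO wells with substrate and 100% = DMSO wells lacking glucose-6-phosphate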
# NR3A LBD binder: binders of NR3A ligand-binding domain, primary screen, biophysical, differential scanning fluorimetry, uHTS | NR3A LBD differential scanning fluorimetry, Tm shift; 0% = protein alone, 100% = glycine-bound protein | 340,000 tested, 2.5% active | Glutamate receptor ionotropic, NMDA 3A (GRIN3A) ligand-binding domain | Tm shift relative to glycine control, % at 25 µM;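 active means melting temperature shift of at least 10% of the positive control shift, at one fixed dose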
# ATG4B inhibitor: ATG4B protease inhibitors, primary screen, biochemical, fluorescence, uHTS; Cysteine protease ATG4B (Homo sapiens), Q9Y4P1; ATG4B cleavage of LC3-PLA2, NBD-HPC fluorescence, 1 h; inhibition, % at 8.33 µM; 340,000 tested, 0.51% active; in the data active means inhibition above about 40%
# hIAP act: human IAP activators, primary screen, biochemical, luminescence, uHTS | Intestinal-type alkaline phosphatase (Homo sapiens), P09923 | purified human IAP, CDP-Star luminescence, 30 min; active compounds read high; 1 = vehicle-only enzyme, 0 = enzyme-free background | activation factor at 10 µM | 330,000 tested, 0.16% active | AID 2524, 2010;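 active means activation factor of the enzyme at least 2-fold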; further: the source names both 10 and 20 µM as test concentration; values of inactives mirror those of a sister screen read the other way
# SENP1 FRET inh: human SENP1 catalytic domain inhibitors, primary screen, biochemical, FRET, uHTS; 360,000 tested, 0.21% active; AID 624204, 2012; inhibition, % at 10 µM; recombinant SENP1 catalytic domain, CyPet-SUMO1-YPet FRET cleavage; Sentrin-specific protease 1 (Homo sapiens), Q9P0U3;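 active means inhibition at least 30% at 10 µM, raw YFP signal under a set limit, fluorescence ratio 0.5 to 1.5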;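 further: 0% = enzyme with DMSO and 100% = no enzyme wells; some results filed as inactive read as strong as hits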
# Target sequence (Q9P0U3 419-644 limits assumed): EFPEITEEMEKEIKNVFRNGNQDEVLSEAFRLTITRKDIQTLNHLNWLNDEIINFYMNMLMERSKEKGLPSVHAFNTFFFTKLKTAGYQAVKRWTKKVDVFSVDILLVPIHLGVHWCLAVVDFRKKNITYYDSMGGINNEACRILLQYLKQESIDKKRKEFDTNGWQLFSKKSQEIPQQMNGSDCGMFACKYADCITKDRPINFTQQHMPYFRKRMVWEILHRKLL
#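 material = recombinant human SENP1 catalytic domain, His6-tagged | quantity = 20 pM enzyme | reagent = 25 nM SUMO1 FRET substrate | compound dosing = 10 µM single point, 0.5% DMSO | timing = 50 min enzyme reaction, room temperature, light-protected | detection = FRET, CFP and YFP emission | control set = no-enzyme low, enzyme-DMSO high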
# SENP6 inh: SENP6 protease inhibitors, primary screen, biochemical, luminescence, uHTS | AID 2599, 2010 | 330,000 tested, 1.8% active | Recombinant SENP6 catalytic domain, aminoluciferin luminescence | inhibition, % at 10 µM | Sentrin-specific protease 6 (Homo sapiens), Q9GZR1;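 active means inhibition above about 50% at the single tested dose, limit read from the data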;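 further: plate controls were DMSO wells with enzyme for no effect and DMSO wells lacking enzyme for full effect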
# Target sequence (Q9GZR1 628-1112 limits assumed): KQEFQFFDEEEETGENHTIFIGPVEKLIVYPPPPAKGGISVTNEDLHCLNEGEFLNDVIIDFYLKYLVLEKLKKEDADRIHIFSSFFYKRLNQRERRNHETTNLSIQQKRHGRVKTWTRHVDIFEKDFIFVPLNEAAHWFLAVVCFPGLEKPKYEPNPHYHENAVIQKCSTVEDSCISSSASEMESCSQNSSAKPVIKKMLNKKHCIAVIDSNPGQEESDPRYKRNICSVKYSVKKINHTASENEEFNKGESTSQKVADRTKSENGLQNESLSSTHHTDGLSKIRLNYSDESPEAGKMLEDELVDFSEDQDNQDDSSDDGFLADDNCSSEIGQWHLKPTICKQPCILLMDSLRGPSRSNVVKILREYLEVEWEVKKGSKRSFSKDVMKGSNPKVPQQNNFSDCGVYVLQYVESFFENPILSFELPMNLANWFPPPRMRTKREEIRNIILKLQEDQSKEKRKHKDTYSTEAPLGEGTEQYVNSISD
# Active calls of the source: *; i = inactive; / = no result given.
SMILES,SENP8 inh,MPTP block,PfGluPho inh,NR3A LBD binder,ATG4B inhibitor,hIAP act,SENP1 FRET inh,SENP6 inh
CCOC(=O)c1c(NC(=O)Cn2cnc3sc(C)c(-c4ccccc4)c3c2=O)sc(C)c1C,-17,2.3,5,2,-2,0.86,-22,-5
COc1ccc(NC(=O)Nc2nnc(CC(=O)Nc3ccccc3)s2)cc1,13,0.9,-11,4,-4,1.1,-5,-3
CCCc1cc(=O)[nH]c(SCC(=O)Nc2nc3ccc(OCC)cc3s2)n1,5,0.5,-36,-14,6,1,0,2
Nc1ccccc1/C=C/c1ccccc1N,i,0.6,17,2,-4,/,-105,/
Cc1ccc(C)c(OCC(=O)NCC2COc3ccccc3O2)c1 (stereo not given),10,-0.6,10,2,-20,1,-1,-11
Cn1c(-c2ccco2)n[nH]c1=S,-10,0.0,0,-1,0,0.88,1,-6
Cc1ccc(C)c(CNC(=O)Nc2ccccc2)c1,7,1.8,5,2,49*,1.1,2,6
Cc1cc([N+](=O)[O-])nn1CC(=O)N1CCc2ccccc2C1,17,-1.0,3,-9,-16,0.95,-1,-5
C[C@@H]1CN([C@@H](C)CO)C(=O)CCCn2cc(nn2)CO[C@H]1CN(C)S(=O)(=O)c1ccc(Cl)cc1,8,-0.6,-20,/,/,/,2,/
NC(=O)COC(=O)CC12CC3CC(CC(C3)C1)C2,7,2.4,24,-3,7,0.9,1,0

# A different layout for some results above:
Compound	SENP8 inh	MPTP block	PfGluPho inh	NR3A LBD binder	ATG4B inhibitor	hIAP act	SENP1 FRET inh	SENP6 inh
CCOC(=O)c1c(NC(=O)Cn2cnc3sc(C)c(-c4ccccc4)c3c2=O)sc(C)c1C	-17	2.3	5	2	-2	0.86	-22	-5
COc1ccc(NC(=O)Nc2nnc(CC(=O)Nc3ccccc3)s2)cc1	13	0.9	-11	4	-4	1.1	-5	-3
CCCc1cc(=O)[nH]c(SCC(=O)Nc2nc3ccc(OCC)cc3s2)n1	5	0.5	-36	-14	6	1	0	2
Nc1ccccc1/C=C/c1ccccc1N	i	0.6	17	2	-4	/	-105	/
Cc1ccc(C)c(OCC(=O)NCC2COc3ccccc3O2)c1 (stereo not given)	10	-0.6	10	2	-20	1	-1	-11

# ATG4B inhibitor, what is marked active above
SMILES,MPTP block,PfGluPho inh,NR3A LBD binder,ATG4B inhibitor,hIAP act,SENP1 FRET inh,SENP6 inh
Cc1ccc(C)c(CNC(=O)Nc2ccccc2)c1,1.8,5,2,49*,1.1,2,6

# The listing continues:
SMILES,SENP8 inh,MPTP block,PfGluPho inh,NR3A LBD binder,ATG4B inhibitor,hIAP act,SENP1 FRET inh,SENP6 inh
NS(=O)(=O)c1ccc(CCNC(=O)COC(=O)CCc2ccccc2)cc1,0,-3.6,-3,-1,0,0.98,2,4
CC(C)On1c(SC(C)C)nc2ccccc2c1=O,10,2.4,-10,2,14,0.94,2,7
CC(OCCN(C)C)C(=O)C12CC3CC(CC(C3)C1)C2 (stereo not given),2,1.1,-1,0,-5,1.2,-1,-17
COc1ccccc1-c1nnc(SCC(=O)N2CCOCC2)o1,10,-1.4,-11,-1,4,1,-57,-4
O=S1(=O)CCN2C=Nc3sc4c(c3C2=N1)CCCC4,5,2.5,1,-1,-11,0.94,-2,-12
CN(C)C(=O)c1ccc(=O)n(Cc2ccc(Cl)cc2Cl)c1,17,0.7,3,1,-5,0.89,1,-9
CC(C)[C@@H](C(=O)N1CCNCC1)n1cc(CCO)nn1,7,-0.1,6,2,-3,0.94,0,-11
CCN(CC(=O)Nc1ccc2c(c1)OCCO2)C(=O)/C=C/c1cccc(OC)c1OC,-193,-1.0,-11,2,-6,1.2,0,-14
CCOC(=O)C1(CC2CCCCO2)CCN(Cc2nc(-c3cccs3)oc2C)CC1 (stereo not given),-22,0.6,-1,0,13,1.5,-2,-4
COc1ccc(NC(=O)CSc2nc3ccccc3c(=O)n2C)cc1,24,3.8,-11,2,-13,1,2,-8
Cn1nc(CC(=O)NCc2ccc(F)cc2)c2ccccc2c1=O,20,1.8,4,2,3,1,3,-12
C[C@@H]1ON(C)[C@H]2C[C@H]3c4[nH]c5ccc(-c6ccc7c(c6)OCO7)cc5c4CCN3C(=O)[C@@H]12,-236,2.1,76*,/,/,/,-99,/
O=c1c(Cc2c(F)cccc2Cl)c(O)ccn1C1CC1,5,1.2,9,-1,-5,0.98,-2,-20
CCC(C)(C)NC(=O)C(c1cccc(OC)c1)N(C(=O)c1ccn[nH]1)c1cccc(OC)c1 (stereo not given),9,-1.1,-4,-1,-19,1.6,3,-7
O=C(CN1CCCCCCC1)N/N=C/c1ccccc1F,7,-1.0,8,-1,-3,0.99,3,1
O=[N+]([O-])c1ccc(Cl)c(/C=N/N2CCN(Cc3ccc(Cl)cc3)CC2)c1,15,2.5,15,2,-3,0.9,4,10
COc1ccc(Cl)cc1C(=O)NNC(=O)COC(=O)c1ccc(Br)o1,-13,-2.7,-15,0,6,1.2,-2,1
COC(=O)C1=C(C)Nc2c(c(=O)n(C)c(=O)n2C)C1c1ccc(C)cc1 (stereo not given),-94,0.3,-7,-2,10,0.96,-5,-8
CC1Cc2ccccc2N1C(=O)COC(=O)/C=C/c1ccc(F)cc1 (stereo not given),8,-0.2,10,0,4,1,1,7
CCOC(=O)Cn1nc(NC(=O)COc2ccc(F)cc2)cc1C,2,-1.2,-12,-1,7,0.91,2,1

# Entries of single compounds, looked up by structure. Screens in order: SENP8 inh | MPTP block | PfGluPho inh | NR3A LBD binder | ATG4B inhibitor | hIAP act | SENP1 FRET inh | SENP6 inh
# CCC(C)(C)NC(=O)C(c1cccc(OC)c1)N(C(=O)c1ccn[nH]1)c1cccc(OC)c1 (stereo not given) reads 9 | -1.1 | -4 | -1 | -19 | 1.6 | 3 | -7
# O=[N+]([O-])c1ccc(Cl)c(/C=N/N2CCN(Cc3ccc(Cl)cc3)CC2)c1 reads 15 | 2.5 | 15 | 2 | -3 | 0.9 | 4 | 10
# CCOC(=O)Cn1nc(NC(=O)COc2ccc(F)cc2)cc1C reads 2 | -1.2 | -12 | -1 | 7 | 0.91 | 2 | 1

# The main list resumes; the 2 compounds before the break are reprinted first.
SMILES,SENP8 inh,MPTP block,PfGluPho inh,NR3A LBD binder,ATG4B inhibitor,hIAP act,SENP1 FRET inh,SENP6 inh
CC1Cc2ccccc2N1C(=O)COC(=O)/C=C/c1ccc(F)cc1 (stereo not given),8,-0.2,10,0,4,1,1,7
CCOC(=O)Cn1nc(NC(=O)COc2ccc(F)cc2)cc1C,2,-1.2,-12,-1,7,0.91,2,1
C[C@H](CO)N1C[C@H](C)[C@H](CN(C)C(=O)Nc2ccc3c(c2)OCCO3)OCc2cnnn2CCCC1=O,4,-0.6,-8,/,/,/,-3,/
Cc1cc2nc3c(=O)n(CCc4ccccc4)c(=O)[nH]c3nc2cc1N,-55,0.7,40,-6,-39,1.1,-33,-19
O=C(NCCS(=O)(=O)c1ccc(Br)cc1)c1ccccc1,5,-1.8,-9,2,1,0.96,1,-11
COc1ccc(C(=S)N2CCCCCC2)cc1,24,0.2,45,0,-7,0.89,-4,4
CCC(CC)NC(=O)c1n[nH]c(=O)c2ccccc12,22,-0.2,8,3,0,1.2,0,-2
CC1CCN=C(N)S1 (stereo not given),1,-2.5,-1,3,-8,1,0,-6
CC(=O)Nc1ccc(S(=O)(=O)N2CCC(c3nc4ccccc4[nH]3)CC2)cc1,17,-1.6,9,-2,-5,0.87,2,3
O=C(Nc1nnc(C(F)(F)F)s1)c1cccnc1,-4,-1.0,56,2,0,1.1,7,55*
COc1ccc(NC(=O)NNC(=O)COc2ccc3cc(Br)ccc3c2)c(OC)c1,0,-0.2,-6,0,-2,1.5,2,-8
CCN(CC)S(=O)(=O)c1ccc(NC(=O)COC(=O)c2c[nH]c(=O)[nH]c2=O)cc1,16,-0.9,-7,2,-6,1,3,14
CCOc1ccc2oc(C(=O)OCC(=O)NC3CCCCC3)c(C)c2c1,-405,0.1,2,1,-61,0.9,-4,-17
NC(=O)C1CCN(C(=O)CSc2nc3ccccc3[nH]2)CC1,27,13,9,2,-4,1.1,0,-16
Cc1cc(C)cc(-n2ncc3c2CCCC3NC(=O)c2ccccc2N2CCOCC2)c1 (stereo not given),-10,-0.5,-6,-2,32,0.89,1,12
O=C(CSc1nnc(CNC(=O)c2cccs2)o1)NCC1CCCO1 (stereo not given),14,1.7,1,0,-7,1.1,0,-1
COc1ccc(S(=O)(=O)N2CCOCC2)cc1NC(=O)c1ccc(-n2nc(C)cc2C)cc1,-1,0.4,-9,0,5,1.1,3,0
Cc1ccc(-c2nn(-c3ccccc3)c3[nH]c(=O)c(CNCc4ccccc4)cc23)cc1,-290,5.0,-5,-7,6,0.97,-4,5
O=CC(O)C1OC(=O)C(O)C1O (stereo not given),17,-0.8,2,-4,-25,/,1,/
CN(C)CC(C)(C)CNC(=S)Nc1cc(S(=O)(=O)N2CCOCC2)ccc1Cl,17,0.0,0,1,5,1.2,4,16
CCN1CCN(Cc2nc3c(c(=O)n(C)c(=O)n3C)n2CC(=O)c2ccccc2)CC1,1,-0.7,16,1,-12,0.95,-1,-6
CC(=O)Nc1ccc(CN2CCCN(C)CC2)cc1,11,0.4,6,1,1,1.1,0,17
O=C(N/N=C\c1ccc[nH]1)c1cncc(Br)c1,-9,-0.2,-8,2,10,0.92,4,-2
CCOc1ccc(N2C(=O)CC(C(C)c3ccccc3)C2=O)cc1 (stereo not given),15,-0.3,-2,0,-6,1,-2,-8
COCc1cc(C)nc(SCC(=O)Nc2ccc3[nH]c(=O)[nH]c3c2)c1C#N,3,1.0,-3,3,-3,1.1,-1,4
C/C(=N\O)c1ccccc1C(=O)O,12,-0.5,-4,-2,11,0.9,1,3
Cc1cnccc1CN(C)Cc1nc(Cc2ccccc2Cl)no1,-74,2.5,2,-3,19,0.99,-12,15
COc1cccc2cc(C(=O)Nc3ccc(F)cc3)c(=Nc3ccc(C(=O)O)cc3)oc12,18,0.2,-9,3,-9,0.92,1,-16
COc1cccc(C(=O)NNC(=O)c2cccnc2)c1,8,3.2,-17,-1,6,0.84,0,-1
CCCC(O)(c1ccc(OC)cc1)C(CN1CCOCC1)c1ccccc1 (stereo not given),16,0.4,9,-1,-5,1.1,0,-5
CO/N=C/c1c(-c2ccccc2)nn(C)c1Cl,6,-1.0,-19,0,3,1.2,3,-9
Cc1cc(/C=C2/NC(=O)N(Cc3ccccc3F)C2=O)c(C)n1C(C)C,-200,-0.2,-5,-1,-3,0.81,-32,-5
